# PP1 counter: PP1-alpha (human) inhibition in PP5 counter-screen; inhibition, % at 6.7 µM; hit rate 0.9% among 320,000; P62136; AID 2235; purified PP1alpha, OMFP fluorescence;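 active = inhibition above the mean inhibition of all tested compounds plus 3 SD, computed separately for each screening campaign, cut at about 15% in these data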
# Target sequence (P62136 whole entry, looked up): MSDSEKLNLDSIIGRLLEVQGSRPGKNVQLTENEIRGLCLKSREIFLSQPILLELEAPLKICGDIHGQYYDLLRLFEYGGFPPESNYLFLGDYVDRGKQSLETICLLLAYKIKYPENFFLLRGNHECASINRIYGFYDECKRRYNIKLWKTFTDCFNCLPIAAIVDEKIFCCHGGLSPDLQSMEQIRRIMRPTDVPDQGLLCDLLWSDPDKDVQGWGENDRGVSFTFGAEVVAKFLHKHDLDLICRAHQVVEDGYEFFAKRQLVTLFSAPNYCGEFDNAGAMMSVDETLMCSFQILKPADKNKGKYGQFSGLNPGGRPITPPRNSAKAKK
# JMJD2C inh: inhibitors of human GASC-1 (JMJD2C) demethylase | AID 2099 | inhibition, % at 2.35 µM | hit rate 0.069% among 330,000 | GST-JMJD2C(1-420) H3K9me3 demethylation, DELFIA europium;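 active = more than half of a compound's replicate wells show inhibition beyond 50%, single wells judged on their own value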;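 also: signal counts dimethyl H3K9 product captured on neutravidin plate; 0% = median of DMSO wells and 100% = 0.3 times that DMSO median; strong numbers were not always called active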
# Target sequence (Q9H3R0 1-420 limits assumed): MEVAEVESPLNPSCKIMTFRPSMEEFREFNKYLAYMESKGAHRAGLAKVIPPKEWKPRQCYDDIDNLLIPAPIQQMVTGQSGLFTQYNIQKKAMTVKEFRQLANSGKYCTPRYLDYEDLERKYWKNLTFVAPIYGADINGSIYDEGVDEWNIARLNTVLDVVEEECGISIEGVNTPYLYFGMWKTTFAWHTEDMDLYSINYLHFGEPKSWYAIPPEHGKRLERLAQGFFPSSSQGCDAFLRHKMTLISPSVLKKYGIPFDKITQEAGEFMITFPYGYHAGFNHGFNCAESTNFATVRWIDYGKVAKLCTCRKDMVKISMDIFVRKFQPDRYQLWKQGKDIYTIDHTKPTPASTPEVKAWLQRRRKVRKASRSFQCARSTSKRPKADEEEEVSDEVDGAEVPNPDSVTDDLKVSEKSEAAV
# TPT1 inh: blocks Candida albicans tRNA 2'-phosphotransferase. recombinant caTPT1, FP RNA substrate dephosphorylation. inhibition, % at 5 µM. hit rate 0.81% among 300,000. AID 1962;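 active = inhibition above the mean of all tested compounds plus 3 SD, set per screening campaign, cut at about 24% in these data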;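 also: plate controls were DMSO alone for no effect and ferristatin control at 100 nM for full effect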
# CTSL1 counter: blocks F. hepatica cathepsin L1 in PFM18AAP counter-screen; recombinant F. hepatica cathepsin L1, Z-Leu-Arg-MCA fluorescence; inhibition, % at 5.96 µM; hit rate 0.49% among 300,000;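 active = inhibition above the mean of all tested compounds plus 3 SD, set per screening campaign, cut at about 17% in these data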;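 also: 0% = plate median of test compound wells and 100% = 1 µM Z-Phe-Ala-diazomethylketone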
# PP5 inh: PP5 (human) phosphatase inhibition; inhibition, % at 6.7 µM; purified PP5c, OMFP substrate fluorescence; hit rate 0.18% among 320,000; AID 1987;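 active = inhibition above the campaign's mean inhibition across all tested compounds plus 3 SD, cut at about 9.5% in these data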;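 also: 0% = DMSO only and 100% = 100 µM cantharidin control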
# ZTA DNA inh: counter-screen for EBNA-1 inhibitors: inhibitors of Epstein-Barr virus ZTA; hit rate 0.15% among 320,000; ZTA-DNA binding, fluorescence polarization; inhibition, % at 11 µM; P03206; in the data active = inhibition above about 33%
# Target sequence (P03206 whole entry, looked up): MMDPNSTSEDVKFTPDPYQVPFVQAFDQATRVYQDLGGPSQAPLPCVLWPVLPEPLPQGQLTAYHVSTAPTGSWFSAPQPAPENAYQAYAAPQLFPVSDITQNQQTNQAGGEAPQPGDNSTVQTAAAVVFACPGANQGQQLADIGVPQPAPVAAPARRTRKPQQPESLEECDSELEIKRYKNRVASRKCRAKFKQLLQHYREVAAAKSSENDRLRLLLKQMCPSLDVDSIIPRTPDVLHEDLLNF
# EBNA-1 inh: blocks EBNA-1 binding to DNA; AID 1950; hit rate 0.34% among 300,000; EBNA-1 DNA binding, fluorescence polarization; inhibition, % at 14.8 µM; in the data active = inhibition above about 28%
# Yeast superoxide: yeast age-related superoxide inhibition as caloric restriction mimetic; S. cerevisiae aged cells, superoxide DHE fluorescence; hits give low values; superoxide response (% of plate mean), % at 10 µM; hit rate 0.18% among 330,000;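 active = superoxide response under a set limit, about three screen SD below normal, cut at about 65% in these data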;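 also: yeast aged for seven days with compound at 30 °C before DHE staining; 100% = average MFI of all compound-treated wells on the plate with controls excluded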
# core dimer inh: blocks dimerization of HCV core protein; TR-FRET GST/Flag-core106 dimerization, 1536-well; inhibition, % at 5 µM; hit rate 0.33% among 300,000; AID 1899;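 active = inhibition above the mean of all tested compounds plus 3 SD, set per screening campaign, cut at about 45% in these data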
#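 Assay system – GST-tagged and Flag-tagged HCV core protein residues 1-106 · Quantity – core106 proteins, GST 13.5 nM and Flag 17 nM · Benchmarks – unlabelled core106 and no-GST-core106 wells · Read-out basis – percent inhibition of core106 dimerization signal · Detection – time-resolved FRET, ex 340 nm, em 617 and 671 nm · Schedule – 4 h at 22.5 °C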
# Starred values were filed as active, the others as inactive; i = inactive; . = not tested or not shown; & = joins results of further samples.
# Values run as follows: PP1 counter	JMJD2C inh	TPT1 inh	CTSL1 counter	PP5 inh	ZTA DNA inh	EBNA-1 inh	Yeast superoxide	core dimer inh
Cc1cccc(C(=O)NN/C=C/C(=O)c2ccccc2)c1
 : 4	1	2	13	-2.2	-5	0	102	-3
CC(C)n1nc(C(=O)Oc2cccc(Cl)c2Cl)c2ccccc2c1=O
 : 0	.	-1	-2	-0.3	-26	14	84	-1
CSc1ccc(/C=N/n2c(C)cc(C)cc2=O)cc1
 : -2	-17	-2	-2	0.8	4	16	87	0
COc1ccc(/C(O)=C(\C#N)c2nc3ccccc3n2C)cc1OC
 : 0	4	-1	0	2.8	-3	-9	104	-2
Cc1ccc(S(=O)(=O)CCc2nnc(NC(=O)C3CCCCC3)s2)cc1
 : -2	-2	-2	2	-1.1	-6	-4	79	-1
COc1cc(/C=C2/SC(=S)N(CC(=O)O)C2=O)ccc1OCC(=O)Nc1ccc(C)c(C)c1
 : -1	-25	4	4	3.1	13	3	116	7
C[C@H](NC(=O)c1[nH]cnc1C(=O)Nc1ccccc1)C(=O)OC(C)(C)C
 : -1	2	-1	1	1.0	-7	20	94	8
CN1C(=O)c2ccc(NC(=O)C3CCCCC3)cc2C1=O
 : -2	-4	3	-2	2.0	-4	-4	103	-3
CNC(=S)/N=C(/Nc1ccccc1)c1ccccc1
 : 1	2	0	4	1.5	-17	-6	116	-4
NC(=S)NN=C1c2ccccc2-c2ccccc21
 : 4	16	-4	4	2.3	3	12	84	-11
O=C(NCC1CCCN(C(=O)c2cccnc2)C1)c1ccc(-c2ccccc2)cc1 (stereo not drawn)
 : 0	-7	-1	-3	-0.2	-9	-9	101	-2
Cc1cc(C)nc(SC2c3cccc4cccc(c34)C2NS(=O)(=O)c2ccccc2)n1 (stereo not drawn)
 : 2	-9	1	-1	4.4	-12	-6	120	5
O=C(Nc1ccncc1)Nc1ccc(Cl)cc1
 : 4	-7	1	-1	0.6	4	-5	115	-5
O=C(Cc1ccccc1)Nc1ccnn1C1CCN(Cc2ccc(CO)o2)CC1
 : -2	-1	-2	-3	3.9	-7	6	107	6
Cc1nnc(CN(C)C(=O)c2cc(COc3ccc(C)c(C)c3)on2)o1
 : -6	11	-2	-2	-2.6	-9	-7	97	-1
O=C(COc1ccc2ccccc2c1)NC1=NCCS1
 : -2	21	-3	-3	-1.6	4	1	98	-2
CC(C)(C)c1ccc(OCc2nc(-c3ccccn3)no2)c(Br)c1
 : 4	3	0	3	5.0	-2	-6	92	6
COc1cc(C(=O)NNC(=O)c2ccc(F)cc2)ccc1OCC(=O)N1CCOCC1
 : 0	0	.	.	-1.8	-15	.	87	.
Cn1cccc1/C=N/NC(=O)c1sc2cc(Cl)ccc2c1Cl
 : -1	6	1	1	0.0	-13	2	104	8
COc1ccccc1Nc1nc(-c2cccs2)cs1
 : 1	2	3	1	1.5	1	11	96	9
O=S(=O)(N[C@H]1C[C@@H](NS(=O)(=O)OCC(Cl)(Cl)Cl)C2CCCCC21)OCC(Cl)(Cl)Cl (stereo partly drawn)
 : 2	3	1	0	1.9	4	8	102	15
Cc1cccc(CC(=O)Nc2c3c(nn2-c2cccc(Cl)c2)CS(=O)C3)c1 (stereo not drawn)
 : -2	3&-14	-1	1	0.6	9	3	90	-3
CC(=O)C[C@@H](O)CC(=O)[C@H]1OC(=O)CCCCCCc2ccccc21
 : -6	2	.	.	0.3	-15	.	62*	.
CCOC(=O)C1(Cc2cccc(Cl)c2)CCCN(C(=O)c2cc(CC)on2)C1 (stereo not drawn)
 : 0	6	-1	-1	3.0	-9	0	99	-1
CC1(C)Cc2c(sc3ncnc(NNC(=S)NCc4ccccc4)c23)CO1
 : 5	-3	-4	2	2.8	4	3	106	-1
O=C(C1CCN(S(=O)(=O)c2cccc3nsnc23)CC1)N1CCCc2ccccc21
 : -5	-4	-2	-2	4.2	-2	-5	92	1
CC1(c2ccc3ccccc3c2)NC(=O)NC1=O (stereo not drawn)
 : 1	-16	-3	3	2.3	-9	-3	87	-7
O=C(NCc1cccnc1)C1CCCN(S(=O)(=O)c2ccc(Cl)cc2)C1 (stereo not drawn)
 : 4	13	-4	-2	1.5	-5	-2	85	-1
O=C(Cn1ncc2c(=O)oc3ccccc3c21)N1CCCN(Cc2ccccc2F)C1
 : -2	-11	2	1	0.9	9	-5	102	3
Cc1ncc([N+](=O)[O-])n1CCOC(=O)NC(NCc1ccccc1Cl)C(Cl)(Cl)Cl (stereo not drawn)
 : 1	-11	2	11	1.8	16	-2	92	-9
Cc1cc(C)c(C#N)c(Nc2ccc3c(c2)OCCO3)n1
 : 0	7	-2	3	4.3	-16	-11	97	4
CC1(C)CC(=O)C(C=NCCN2CCN(C(=S)NC3CCCCC3)CC2)=C(O)C1
 : 2	-3	-1	1	1.2	12	-1	93	-5
COc1ccc(C2CC(c3ccccc3)Nc3nc(N)nn32)cc1 (stereo not drawn)
 : 6	-9	-8	-3	3.0	2	-5	108	5
Cc1ccc2c(c1)N(Cc1ccc3c(c1)OCO3)C(=O)C(C)O2 (stereo not drawn)
 : 6	13	1	4	2.4	-6	10	97	6
O=C(Nc1cc(=O)[nH]c(=O)[nH]1)c1cc(Cl)ccc1Cl
 : 0	1	0	4	1.2	-1	-10	92	0
COCCNc1nc2c(c(=O)n(C)c(=O)n2C)n1Cc1cccc(C(F)(F)F)c1
 : -1	-6	3	-4	3.8	10	-3	95	-1
COc1cccc(-n2cc(CN(C)Cc3nc(Cc4cccc(F)c4)no3)cn2)c1
 : 2	-19	0	-4	0.8	-4	5	97	-2
Cc1ccccc1C(=O)NNC(=O)c1ccc(Br)cc1
 : -2	4	-1	3	0.6	7	11	119	0
N#C/C(=C\c1ccc(OC(=O)c2ccc(Cl)s2)cc1)c1nc2ccccc2[nH]1
 : 11	i	-3	-2	-4.6	-14	12	101	6
Cc1cccc(C)c1Nc1nnc(SC/C(O)=C(\C#N)c2nc3ccccc3[nH]2)s1
 : 2	10	14	2	-1.4	3	-3	92	28
COc1ccnc(Oc2ccc(C)cc2C)c1C#N
 : -2	-11	-2	-1	0.8	-21	0	94	-1
CCC(=O)Nc1ccc(C(=O)Cn2ncc(Cl)c(Cl)c2=O)cc1
 : 6	2	4	4	1.7	-16	-3	105	33
CCCCCCCCCCOC(=O)Cn1c(COc2ccccc2C)[n+](C)c2ccccc21
 : 44*	8	3	3	5.5	8	13	90	-9
O=C(NC1CCCCNC1=O)c1ccccc1 (stereo not drawn)
 : 0	-3	11	-8	1.6	2	-6	95	-2
Cc1c(C)c(C)c(S(=O)(=O)N2CCSCC2)c(C)c1C
 : 2	17	-1	-5	0.8	-9	-2	100	-3
Cn1c(Oc2ccc(F)cc2)c(C=O)c2ccccc21
 : -1	16	2	0	-0.5	-10	2	93	-1
Cc1ccc2nsnc2c1NC(=O)COc1ccccc1
 : -1	-3	-4	2	-0.7	5	15	97	-1
Cc1nn(CC(=O)Nc2ccc(Cl)cn2)c(C)c1[N+](=O)[O-]
 : 1	-40	-3	-3	0.7	-6	1	86	-2
COc1ccc(NC(=O)CN2C(=O)COc3ccc(S(=O)(=O)N4CCOCC4)cc32)cc1
 : -4	-1	-1	-2	0.2	7	12	110	4
CC1Sc2ccc(S(=O)(=O)CCC(=O)N3CCN(c4ccccc4F)CC3)cc2NC1=O (stereo not drawn)
 : 0	-5	-1	4	0.5	15	0	94	2
NC(=O)COn1c(SCC(N)=O)nc2ccccc2c1=O
 : -3	-14	2	-3	1.2	2	-7	97	4
COc1ccc(NC(=O)CN(C)C(=O)c2cc(S(=O)(=O)N(C)C)ccc2N2CCCC2)cc1
 : -5	56	-2	-2	0.8	10	15	96	-2
CC(=O)NC12CC3CC(C1)CC(C(=O)N1CCN(S(=O)(=O)c4ccc(Cl)s4)CC1)(C3)C2
 : -2	-13	-3	2	-0.5	-1	-2	83	-2
N#CCCSc1ccccc1NC(=O)c1cc(=O)c2ccccc2o1
 : 1	24	0	9	-0.2	-22	-9	104	2
CCOc1ccc(-c2n[nH]c(=S)o2)cc1
 : 2	14	-2	13	-6.2	-11	-8	117	-1
O=C(c1cc2ccccc2o1)N1CCN(Cc2ccc3c(c2)OCO3)CC1
 : -1	-3	-3	7	-3.0	-5	4	.	-10
O=C(C1CCN(S(=O)(=O)c2cccs2)CC1)N1CCN(Cc2ccccc2)CC1
 : -8	-8	4	0	-1.5	17	-2	95	7
Nc1nc(SCC(=O)NCCO)nc2sc3c(c12)CCCC3
 : -6	5	-2	0	5.2	3	-15	108	-4
CCn1nnnc1SCC(=O)N1CCc2ccccc21
 : -1	28	2	-2	3.5	0	5	96	4
CC1CCN(C(=O)C(=O)Nc2sc3c(c2C(N)=O)CC(C)(C)OC3)CC1
 : 1	15	0	1	0.1	1	-4	91	-6

# Following part.
# Values run as follows: PP1 counter	JMJD2C inh	TPT1 inh	CTSL1 counter	PP5 inh	ZTA DNA inh	EBNA-1 inh	Yeast superoxide	core dimer inh
O=C(/C=C/c1cccc(F)c1)NCCCn1ccnc1
 : 7	2	2	-2	0.9	8	0	91	-1
Cc1ccc(S(=O)(=O)N2CCN(C(=O)c3cc(C4CC4)nc4c3cnn4C(C)C)CC2)cc1
 : -1	-11	.	.	1.0	-4	.	99	.
CCCc1cc(N2CCN(C(=O)c3ccco3)CC2)n2c(nc3ccccc32)c1C#N
 : 1	-3	8	2	3.0	-3	-11	99	25
Cn1c(Cn2c(=O)sc3ccccc32)nnc1SCC(N)=O
 : -2	-13	1	-2	-1.3	0	1	99	0
COc1cc(/C=C/C(=O)OCC(=O)Nc2sc3c(c2C#N)CCC(C)C3)ccc1OCC#N (stereo not drawn)
 : -5	-36	9	2	0.3	-11	-3	98	37
COc1cccc(C2=CC(=O)C[C@H](c3ccc(F)cc3)C2)c1
 : 2	-7	.	.	2.6	-14	.	100	.
Cc1ccc(NC(=O)c2cccc3cccnc23)cc1
 : 2	10	1	-2	0.3	-5	5	101	6
O=C(c1ccc(Cl)cc1)C1CCCN(C(=O)c2csnn2)C1 (stereo not drawn)
 : 0	11	1	2	-1.5	6	9	104	2
CCC(C)C(NC(=O)C(C)NC(=O)CNC(=O)OC(C)(C)C)C(N)=O (stereo not drawn)
 : -5	7	1	2	0.7	1	-12	100	0
C=CCNC(=O)/C(C#N)=C/c1ccccc1[N+](=O)[O-]
 : 1	3	-6	-1	0.9	15	2	93	1
Cc1ccsc1C1C(C#N)=C(N)N(N(C)C)C2=C1C(=O)CCC2 (stereo not drawn)
 : -2	-9	1	-1	1.8	5	2	107	1
COc1ccc(N2C(=O)C(Cl)=C(N3CCCC(C)C3)C2=O)cc1 (stereo not drawn)
 : 0	1	-4	12	4.1	-11	-4	130	0
Cc1ccc(NC(=O)CCCNC(=O)c2ccc(Cl)cc2)c(Br)c1
 : 0	-12	-2	-7	-3.2	-4	-20	83	-3
COc1ccc2ccccc2c1CNCCN1CCOCC1
 : -2	6	-4	5	3.5	-23	7	104	-17
COc1ccc(C(C(=O)NC2CCCC2)N(CCN2CCOCC2)C(=O)c2ccc(OC)c(OC)c2)cc1 (stereo not drawn)
 : 0	0	0	0	1.6	0	0	89	5
COC(=O)C1CCN(C(=O)c2c(-c3ccccc3Cl)noc2C)CC1
 : -1	-2	2	-4	-3.0	-7	-3	108	-4

# Compound profiles (already shown).
# `Cn1c(Cn2c(=O)sc3ccccc32)nnc1SCC(N)=O` across the screens: PP1 counter: -2; JMJD2C inh: -13; TPT1 inh: 1; CTSL1 counter: -2; PP5 inh: -1.3; ZTA DNA inh: 0; EBNA-1 inh: 1; Yeast superoxide: 99; core dimer inh: 0
# `C=CCNC(=O)/C(C#N)=C/c1ccccc1[N+](=O)[O-]` across the screens: PP1 counter: 1; JMJD2C inh: 3; TPT1 inh: -6; CTSL1 counter: -1; PP5 inh: 0.9; ZTA DNA inh: 15; EBNA-1 inh: 2; Yeast superoxide: 93; core dimer inh: 1

# From PubChem
